# H1N1 NS1A inhibition: H1N1 influenza NS1A inhibitors, functional cell based assay (AID 504329). NS1A functional cell-based assay, percent inhibition; higher % means a stronger effect. inhibition, % at 12.5 µM; hits with a dose series show IC50 in µM. 340,000 tested, 0.3% active; in the data active = a potency from the dose series; inconclusive = inhibition above about 27% without an active follow-up result; note: strong numbers were not always called active
# VEEV TC-83 Vero: inhibitors of VEEV TC-83 cytopathic effect, confirmation, Vero cells (AID 588727) | Vero cells, VEEV TC-83 cytopathic effect inhibition; higher % means a stronger effect | 350,000 tested, 0.13% active | inhibition, % at 20 µM, or IC50 in µM where a hit was titrated; in the data active = a potency from the dose series; inconclusive = inhibition mostly from about 14% at the one dose, without a potency; inactive = the rest, 99 in 100 with inhibition below about 12%; note: strong numbers were not always called active
# tuberculosis growth: growth inhibition of non-replicating M. tuberculosis (AID 488890); Mycobacterium tuberculosis non-replicating, growth inhibition; higher % means a stronger effect; inhibition, % at 25 µM; hits with a dose series show IC50 in µM; 320,000 tested, 0.39% active; in the data active = a potency from the dose series; inconclusive = inhibition mostly from about 82% at the one dose, without a potency; inactive = the rest, 99 in 100 with inhibition below about 76%;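 note: plate controls were DMSO cells for no effect and high antibiotic wells for full effect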
# M. tuberculosis HTS: M. tuberculosis growth inhibition, HTS (AID 449762) | 330,000 tested, 0.59% active | inhibition, % at 25 µM; hits with a dose series show IC50 in µM | M. tuberculosis H37Rv growth inhibition, 7H9 media; higher % means a stronger effect; in the data active = a potency from the dose series; inconclusive = inhibition above about 70% without an active follow-up result;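 note: bacterial growth assessed after seven days of incubation; strong numbers were not always called active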
# Salmonella PhoP GFP: Inhibition of PhoP regulon, Salmonella typhi GFP reporter cells, confirmation, 4 h (AID 1850); Salmonella Typhi PhoP-promoter GFP reporter, fluorescence, 4 h; higher % means a stronger effect; inhibition, % at 50 µM, or IC50 in µM where a hit was titrated; 310,000 tested, 0.33% active; in the data active = a potency from the dose series; inconclusive = inhibition mostly from about 25% at the one dose, without a potency; inactive = the rest, 99 in 100 with inhibition below about 19%;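 note: 0% = induced wells with vehicle and 100% = uninduced wells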
# VEEV TC-83 Vero 10K pilot screen: second read-out of VEEV TC-83 Vero, no call of its own (marks repeat the call); inhibition, %; measured here: 10K pilot screen inhibition
# An asterisk follows results filed as active; i = inactive; ? = inconclusive; / = not tested or not shown. Rows were taken by chance (roughly 1.6% active in at least one column).
SMILES,H1N1 NS1A inhibition,VEEV TC-83 Vero,tuberculosis growth,M. tuberculosis HTS,Salmonella PhoP GFP,others
CC(NC(=O)C1CCN(C(=O)c2ccc(F)cc2)CC1)c1ccc(-n2ccnc2)cc1 (stereo unspecified),-9.3%,2.6%,-0.1%,-2.8%,/,
CC(C)c1nc2c(c(=O)c3ccccc3n2C)c(=O)n1-c1ccc(F)cc1,-14.2%,2.7%,76.4%,-7.6%,0.5%,
CCOc1ccc(-c2nc3ccccc3c(=O)o2)cc1,-4.6%,1.2%,6.27µM*,?,14.9%,
C#CCOCCOCCOCCNc1nc(N2CCN(C(=O)[C@H](C(C)C)n3cc(CCO)nn3)CC2)nc(N2CCN(C(=O)[C@H](C(C)C)n3cc(CCO)nn3)CC2)n1,-21.1%,0.4%,-6.0%,3.5%,-3.2%,
Cc1ccc(C)c(NC(=O)c2ccccn2)c1,-5.2%,1.2%,5.0%,-3.1%,-6.8%,
CC(C)CNS(=O)(=O)c1cc(C(=O)OCC(=O)N(C)C2CCS(=O)(=O)C2)c(Cl)cc1Cl (stereo unspecified),6.8%,4.7%,-0.7%,-0.6%,21.7%,
Cc1ccccc1-n1nnnc1SCC(=O)N(C)C1CCS(=O)(=O)C1 (stereo unspecified),-12.2%,0.3%,8.7%,2.1%,-1.4%,
COc1cccc(C(=O)NC2CCCC2)c1,0.2%,1.5%,-6.6%,2.8%,1.9%,VEEV TC-83 Vero 10K pilot screen=0.5
C/C(CC(=O)NCCCN1CCOCC1)=N\NC(=O)COc1ccc(C)cc1,-1.2%,0.2%,-2.4%,7.5%,-5.2%,
O=c1c2ccccc2nnn1CSc1nnc2ccccn12,-3.4%,1.4%,7.5%,-6.5%,-14.5%,
Cc1ccc(N/C=C/c2onc(C)c2[N+](=O)[O-])cc1,-3.8%,0.2%,5.7%,-2.8%,-3.5%,
Cc1csc(Cn2c(CN(C)C)nc3ccccc3c2=O)n1,-0.9%,2.4%,11.2%,2.9%,-4.5%,
CC(=O)Oc1ccc(C(=O)[C@H]2[C@H]3C(=O)N(c4ccc(C)cc4C)C(=O)[C@H]3[C@@H]3C=CC=NN32)cc1,-11.2%,1.8%,9.6%,-5.7%,1.8%,
CCCN1CCN(C(=O)CS(=O)(=O)Cc2nc(-c3cccc(OC)c3)oc2C)CC1,-9.4%,i,0.0%,-11.1%,-1.0%,
O=C(Nc1ccc2c(c1)OCCO2)C1CC(c2ccc(F)cc2)=NO1 (stereo unspecified),-11.7%,i,13.7%,-3.6%,-0.4%,
O=C(Nc1ccccc1Cl)c1ccc(-n2cccn2)c([N+](=O)[O-])c1,5.3%,1.6%,17.2%,-0.1%,4.5%,
CC(C)NCCOCCSc1ccc(Cl)cc1,9.5%,i,9.4%,-3.6%,-11.6%,
COCCN(C(=O)c1ccccc1)c1nnc(-c2cccnc2)s1,0.5%,2.2%,-9.2%,-1.9%,-3.0%,
C=CCc1cccc(/C=N/NC(=O)CNc2ccccc2)c1O,-4.8%,?,5.4%,-0.1%,-6.7%,
CS(=O)(=O)N(CC(=O)N1CCCCC1)c1sc2c(c1C#N)CCCC2,-0.2%,1.0%,-15.2%,-7.5%,2.3%,
CC(=O)Nc1ccc(S(=O)(=O)N2CCN=C2SCc2ccccc2C)cc1,12.5%,6.2%,15.8%,-11.0%,-5.6%,
CC(C)C[C@H](NC(=O)OC(C)(C)C)C(=O)N[C@@H](CO)[C@H](O)[C@@H]1C[C@@H]1C(=O)N(C)C,8.7%,0.7%,7.4%,-3.5%,-0.2%,
COc1cc(/C=N/NC(=O)Cn2cnc3ccccc3c2=O)ccc1O,13.2%,0.7%,-2.7%,-9.2%,-4.9%,
CN(c1cccc(NC(=O)c2ccccc2N(C)S(=O)(=O)c2ccccc2)c1)S(C)(=O)=O,-4.0%,i,-17.3%,-6.5%,-2.5%,
CCCCNC(=O)[C@@H]1CSC2c3ccccc3C(=O)N21 (stereo partly specified),5.7%,0.9%,-8.7%,-5.7%,1.1%,
Cc1cccc(NC(=S)N(CCCN2CCOCC2)C(C)c2cc3ccccc3o2)c1C (stereo unspecified),-7.6%,0.9%,2.4%,-2.1%,12.4%,
CCCN1C[C@H](CSC)C[C@@H]2c3cccc4[nH]cc(c34)C[C@H]21,9.7%,0.9%,1.6%,-1.0%,2.5%,
COc1ccc(/[N+]([O-])=C/c2ccco2)cc1,3.1%,0.7%,20.9%,-11.5%,/,
O=c1oc2ccccc2cc1-c1ccc(O)cc1O,1.5%,i,16.4%,-0.9%,-4.5%,
CC1(C(=O)O)CC(C)(C(=O)O)CC(C)(C(=O)O)C1 (stereo unspecified),-9.3%,0.1%,-5.4%,0.1%,-13.1%,
O=c1c2ccccc2ncn1/N=C/c1ccccc1,22.5%,0.1%,4.8%,-0.3%,3.7%,
COC(=O)c1cccc(NC(=O)c2nn(C(C)C)c(=O)c3ccccc23)c1,24.8%,2.8%,-14.1%,-8.3%,5.0%,
FC(F)(F)c1cnc(Sc2ncn[nH]2)c(Cl)c1,8.4%,1.6%,-6.6%,-5.8%,16.2%,
COc1ccccc1NS(=O)(=O)c1cccc2cccnc12,3.1%,0.8%,/,0.4%,-7.0%,
CC(NCC(=O)Nc1ccccc1C(=O)NC1CC1)c1ccc(S(N)(=O)=O)cc1 (stereo unspecified),-7.5%,i,-9.1%,-4.2%,/,
COc1nc(-c2ccccc2)c2cc(Br)ccc2n1,-16.7%,i,-10.3%,-8.2%,5.6%,
CCc1ccc(-n2c(CSc3nnnn3-c3ccccc3)nc3ccccc3c2=O)cc1,0.7%,2.3%,5.0%,-6.2%,-2.0%,
CSc1ccc(CN(C)C(C)C(=O)NCC2CCCCC2)cc1 (stereo unspecified),-3.9%,i,44.3%,-1.5%,7.7%,
CCOC(=O)c1cc(Sc2ccccc2N)cc(C(=O)OCC)n1,-18.0%,0.7%,75.0%,?,1.8%,
COCCn1c(SCC(=O)N2CCOCC2)nnc1-c1ccco1,2.7%,1.2%,-18.6%,-2.4%,12.9%,
COc1ccc(OC)c(-c2csc(NC(=O)Cn3[nH]c(=O)c4ccccc4c3=O)n2)c1,1.9%,13.5%,2.6%,1.9%,-11.9%,
COCCCN(CC(=O)NCc1ccccc1)S(=O)(=O)c1ccc(C)cc1,2.2%,i,38.7%,23.0%,13.7%,
O=C(COC(=O)C1CC2C=CC1C2)NCc1ccccc1Cl (stereo unspecified),-10.4%,0.7%,66.2%,-3.9%,0.5%,
Brc1ccsc1-c1csc(-c2ccncc2)n1,19.1%,1.3%,8.4%,9.3%,-0.5%,
CC(=O)N/C(=C\c1ccccc1)C(=O)OCCCOC(=O)/C(=C/c1ccccc1)NC(C)=O,-1.2%,2.9%,9.2%,-2.7%,-9.6%,
Cc1cc(C)n2nc(C(=O)NC(C)(C)C)nc2n1,3.9%,1.0%,-3.0%,3.6%,4.0%,
COc1ccc(N2C(=O)c3ccccc3NC2c2ccc(NC(C)=O)cc2)c(OC)c1 (stereo unspecified),4.8%,0.6%,-5.6%,-2.4%,-8.0%,
CC1(C)Cc2cccc(OCC(=O)N3CCN(c4cccc(C(F)(F)F)c4)CC3)c2O1,-7.1%,5.7%,-2.8%,0.3%,7.5%,
COC(=O)CN1C(=O)CN=C(c2ccccc2Cl)c2cc(Br)ccc21,/,i,2.2%,0.8%,0.1%,
Cc1onc(-c2ccccc2)c1C(=O)OCC(=O)Nc1ccc(OC(F)(F)F)cc1,-14.7%,i,-0.4%,-4.1%,/,
O=C(Cn1cc2c(n1)CCCCC2)NCCN1CCOCC1,3.0%,0.3%,-22.6%,-5.8%,-12.1%,
COc1ccccc1COC(=O)N/C=C/c1ccco1,0.2%,1.7%,39.4%,1.4%,9.0%,
O=C1c2ccccc2-c2nc3ncnn3c(-c3ccccc3Cl)c21,1.7%,1.5%,10.2%,-4.1%,-9.9%,
CCCn1c(=O)[nH]c(=O)c2c1nc(-c1ccccc1OC(F)F)n2CCOC,2.5%,0.9%,0.2%,-14.1%,-2.8%,VEEV TC-83 Vero 10K pilot screen=0.3
O=C(O)CC1SC(=Nc2cccc(O)c2)NC1=O (stereo unspecified),-2.1%,i,2.6%,-4.5%,-8.5%,
CCOc1ccc2c(C)c(C)c(=O)oc2c1OCC,3.6%,2.5%,-11.5%,-7.4%,-9.8%,
C[C@H](CO)N1C[C@H](C)[C@@H](CN(C)S(=O)(=O)c2cn(C)cn2)Oc2ccc(NC(=O)C3CCCCC3)cc2C1=O,-2.4%,0.2%,0.1%,-5.3%,/,
O=C1C=CC(O)(c2cc(=O)c3c(O)cc(O)cc3o2)C=C1,15.6%,i,2.61µM*,?,-10.6%,VEEV TC-83 Vero 10K pilot screen=0.0
COc1ccc(Oc2ccc(NC(=O)c3ccccc3C)cc2)cc1,-4.1%,0.3%,58.0%,1.9%,-2.4%,
CCOc1ccc(Nc2nc(N3CCOCC3)nc(N3CCOCC3)n2)cc1,5.2%,0.1%,19.0%,6.6%,-3.8%,

# Next part (three carried over from the part before).
SMILES,H1N1 NS1A inhibition,VEEV TC-83 Vero,tuberculosis growth,M. tuberculosis HTS,Salmonella PhoP GFP,others
O=C1C=CC(O)(c2cc(=O)c3c(O)cc(O)cc3o2)C=C1,15.6%,i,2.61µM*,?,-10.6%,VEEV TC-83 Vero 10K pilot screen=0.0
COc1ccc(Oc2ccc(NC(=O)c3ccccc3C)cc2)cc1,-4.1%,0.3%,58.0%,1.9%,-2.4%,
CCOc1ccc(Nc2nc(N3CCOCC3)nc(N3CCOCC3)n2)cc1,5.2%,0.1%,19.0%,6.6%,-3.8%,
Cc1ccc(C)c(N(CC(=O)NCc2ccco2)C(=O)CCC(=O)Nc2nccs2)c1,8.2%,1.5%,-1.3%,6.0%,-16.8%,
COc1ccc(-c2cc(C(=O)OCC(=O)N(C)C)c3ccccc3n2)cc1,1.3%,1.5%,53.0%,40.7%,9.4%,
Cc1ccc(S(=O)(=O)N(CC(=O)Nc2ccccc2-c2ccccc2)c2ccc(C)cc2C)cc1,5.5%,0.6%,-12.1%,16.9%,-7.6%,
COc1ccc(-n2c(C)c(C)c3c(N)ncnc32)cc1,8.6%,9.8%,2.7%,5.1%,7.1%,
Cc1ccc(-n2nc(C)c3c2OC(N)=C(C#N)C3c2ccc(F)cc2)cc1 (stereo unspecified),5.3%,1.9%,1.9%,-8.8%,0.6%,
COc1ccc(C2SCC(C(=O)NCc3ccc(F)cc3)N2C(C)=O)cc1 (stereo unspecified),-1.6%,0.3%,/,2.7%,7.7%,
CCOC(=O)c1ccc(NC(=O)c2nc[nH]c2C(=O)NCc2ccccc2)cc1,-11.3%,0.5%,6.9%,0.9%,9.2%,
CC(C)(CNC(=O)COc1ccccc1Cc1ccccc1)N1CCOCC1,-17.5%,0.2%,-2.3%,6.9%,-25.3%,
O=C(CSc1ccccn1)Nc1ccc(Br)cn1,2.2%,3.6%,?,-12.3%,0.5%,
COc1ccc(C(=O)CC2OC(=O)c3ccccc32)cc1OC (stereo unspecified),4.9%,0.5%,8.0%,-22.3%,3.5%,
COC(=O)[C@H](C)NC(=O)NC(C)CCc1ccccc1 (stereo partly specified),-0.3%,1.0%,4.0%,-0.7%,-6.9%,
Cc1cc(N)n2nc(-c3ccccc3)cc2n1,-2.2%,6.1%,5.4%,-3.6%,3.8%,
O=C(/C=C/c1cn(CC(O)CN2CCOCC2)c2ccccc12)c1cccs1 (stereo unspecified),/,/,54.7%,12.8%,-3.5%,
COCCCn1c(C)cc(C(=O)COC(=O)CCc2nc3ccccc3c(=O)[nH]2)c1C,/,/,-1.1%,-6.2%,11.4%,
COc1ccc(/C=C2/SC(=O)N(CC(=O)NCCC(C)C)C2=O)cc1OC,-3.5%,2.6%,6.6%,-1.4%,1.8%,
COc1cc(C(=O)Nc2cc(C)ccn2)cc(OC)c1OC,-134.2%,2.3%,15.6%,7.5%,-9.4%,

# Two compounds drawn at random from those above:
SMILES,H1N1 NS1A inhibition,VEEV TC-83 Vero,tuberculosis growth,M. tuberculosis HTS,Salmonella PhoP GFP,others
COc1ccc(-c2cc(C(=O)OCC(=O)N(C)C)c3ccccc3n2)cc1,1.3%,1.5%,53.0%,40.7%,9.4%,
O=C(/C=C/c1cn(CC(O)CN2CCOCC2)c2ccccc12)c1cccs1 (stereo unspecified),/,/,54.7%,12.8%,-3.5%,

# Molecules from the list above that contain a nitro group on carbon, in the order listed:
SMILES,H1N1 NS1A inhibition,VEEV TC-83 Vero,tuberculosis growth,M. tuberculosis HTS,Salmonella PhoP GFP,others
Cc1ccc(N/C=C/c2onc(C)c2[N+](=O)[O-])cc1,-3.8%,0.2%,5.7%,-2.8%,-3.5%,
O=C(Nc1ccccc1Cl)c1ccc(-n2cccn2)c([N+](=O)[O-])c1,5.3%,1.6%,17.2%,-0.1%,4.5%,

# Screening data (PubChem BioAssay)
